esBAF inh: Bmi1 luciferase reporter increase in mESCs, primary screen, esBAF inhibitor project, mouse ES cells, Bmi1 luciferase knock-in, single point | 24 h; 100% = twice the neutral-well signal | reporter increase, % at 12.5 µM | actives 2% (n = 350,000); in the data active = activation above about 40%; inconclusive = no clear call, values can overlap the other calls;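 also: 0% = median of the plate's neutral control wells and 100% = double that signal; a rise in the Bmi1 reporter signal indicates esBAF inhibition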
S100A4 inh HTS: inhibitors of S100A4-myosin IIA peptide binding, primary screen, biochemical, fluorescence polarization, TAMRA-MyoIIA peptide. Protein S100-A4 (Homo sapiens), P26447. inhibition, % at 10.7 µM. actives 0.14% (n = 360,000);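 active = mean inhibition of at least 70% across replicates, with every replicate also reaching that level; inconclusive = mean inhibition reaches 70% but some replicates fall short; inactive = mean inhibition below 70%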
Target sequence (P26447 whole entry, looked up): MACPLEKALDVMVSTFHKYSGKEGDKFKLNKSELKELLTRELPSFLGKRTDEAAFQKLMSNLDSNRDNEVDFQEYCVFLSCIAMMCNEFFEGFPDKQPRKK
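Test system – S100A4 monomer (human) · Compound – single-point compound testing · Schedule – 5 min incubation before reading · Probe or stimulus – TAMRA-labelled myosin IIA heavy-chain peptide probe, 5 nM · Benchmarks – neutral control DMSO, positive control TFP · Medium – Calcium-containing HEPES buffer, pH 7.2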
FN deposition inh: inhibitors of fibronectin matrix deposition, primary screen, AH1F cells, Alexa488-fibronectin fluorescence, plate reader; AH1F fibroblasts, overnight; inhibition, % at 12.6 µM; actives 0.086% (n = 350,000); AID 743247, 2014;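 active = mean inhibition across replicates of 30% or more, regardless of how many single replicates reach that level; inconclusive = mean under 30% yet at least half of replicates reach 30%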;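 also: positive control wells lacked labelled fibronectin entirely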
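Material: AH1F fibroblast monolayer depositing Alexa488-labelled fibronectin into matrix | Input: 10000 AH1F cells/well | Medium: DMEM plus 2% serum, read in PBS | Reagent: Alexa488-fibronectin, 24 nM final in well | Compound dosing: One dose per compound, pinned | Schedule: 1 h adhesion, overnight exposure | Measured by: Fluorescence at 485 nm excitation, 525 nm emission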
LGR2 antag: inhibitors of bursicon-induced LGR2 CRE-luciferase signal, primary screen, cell-based, HEK293, CRE-luciferase reporter, bursicon stimulation; Drosophila bursicon receptor LGR2 (rickets); bursicon-stimulated, 4 h; inhibition, % at 9.99 µM; actives 0.35% (n = 380,000); AID 720647, 2013;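 active = drop in luminescence signal, shown as inhibition above about 50% in the replicate tests, limit read from the data, passing the limit was not always enough; inconclusive = probably only some replicates passing the limit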;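 also: agonist challenge used bursicon conditioned medium at about half maximal strength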
Casp6 inh: human caspase-6 inhibitors, primary screen, biochemical, VEID-R110 fluorescence, single point, set 2 | P55212 | AID 686996, 2013 | purified caspase-6, Z-VEID-R110 cleavage fluorescence | inhibition, % at 12.5 µM | actives 0.53% (n = 350,000);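 active = mean inhibition across replicates at least about 35%, with every replicate also reaching that limit, limit read from the data; inconclusive = only one of the two criteria met; inactive = neither criterion met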;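 also: 0% = median of neutral control wells and 100% = no fluorescence left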
Target sequence (P55212 24-179 limits assumed): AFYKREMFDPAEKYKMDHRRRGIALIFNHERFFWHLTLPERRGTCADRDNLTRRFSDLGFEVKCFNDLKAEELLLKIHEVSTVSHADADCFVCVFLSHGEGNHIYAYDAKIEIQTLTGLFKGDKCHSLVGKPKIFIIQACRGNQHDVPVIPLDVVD
Target sequence (P55212 194-293 limits assumed): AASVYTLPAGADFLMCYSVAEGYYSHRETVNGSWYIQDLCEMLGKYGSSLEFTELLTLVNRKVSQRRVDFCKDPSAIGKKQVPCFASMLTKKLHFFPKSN
SIRT5 block: SIRT5 desuccinylase inhibitors, primary screen, biochemical, fluorescence imaging, single point, set 5. Purified SirT5, succinyl-peptide AMC, trypsin-coupled fluorescence. AID 652115, 2013. actives 1.1% (n = 330,000). inhibition, % at 15 µM. NAD-dependent protein deacylase sirtuin-5, mitochondrial (Homo sapiens), Q9NXA8; in the data active = inhibition above about 15%; inconclusive = no clear call, values can overlap the other calls
Target sequence (Q9NXA8 whole entry, looked up): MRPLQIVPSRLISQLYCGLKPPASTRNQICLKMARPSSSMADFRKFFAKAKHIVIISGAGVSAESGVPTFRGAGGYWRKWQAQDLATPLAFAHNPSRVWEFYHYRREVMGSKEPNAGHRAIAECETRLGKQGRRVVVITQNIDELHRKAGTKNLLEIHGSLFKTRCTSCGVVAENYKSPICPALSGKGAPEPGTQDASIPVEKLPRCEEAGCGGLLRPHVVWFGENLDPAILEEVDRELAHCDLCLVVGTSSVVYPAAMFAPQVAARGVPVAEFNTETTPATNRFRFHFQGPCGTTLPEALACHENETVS
Statin myotox sup: suppressors of statin myotoxicity in C2C12 myotubes, primary screen, cell-based, single point, plate reader. C2C12 myotubes + simvastatin, ATP luminescence, 48 h; scaled: DMSO 0, geranylgeraniol control 100. rescue of ATP level, % at 7.49 µM. actives 0.78% (n = 330,000);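 active = mean ATP rescue above about 67%, or every replicate alone reaching that limit, limit read from the data, passing the limit was not always enough; inconclusive = no clear call, values can overlap the other calls; inactive = mean under the limit and some replicate under it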;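 also: myotubes were challenged with 10 µM simvastatin during compound exposure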
An asterisk follows results filed as active.

What do the screens show for `O=C(c1ccc([N+](=O)[O-])cc1)N1C=CC(C(F)(F)F)=NCC1`?
S100A4 inh HTS: 0; LGR2 antag: 18; Casp6 inh: 5; SIRT5 block: 0

What do the screens show for `C[C@@H]1CCCCO[C@@H](CN(C)C(=O)Nc2cccc3ccccc23)[C@H](C)CN([C@@H](C)CO)C(=O)c2cc(N(C)C)ccc2O1`?
esBAF inh: 24; S100A4 inh HTS: -28; LGR2 antag: 34; Casp6 inh: -3; SIRT5 block: -1; Statin myotox sup: -23

What do the screens show for `O=C(N[C@@H]1C=C[C@@H](CC(=O)N2CCOCC2)O[C@H]1CO)c1ccc2c(c1)OCO2`?
esBAF inh: 2; S100A4 inh HTS: 7; LGR2 antag: -16; Casp6 inh: -1; SIRT5 block: 0; Statin myotox sup: -6

How did COC(=O)c1ccc(/C=N/NC(=O)CC(=O)NC(C)C)cc1 do in these assays?
esBAF inh: -2; S100A4 inh HTS: 0; LGR2 antag: 10; Casp6 inh: 2; SIRT5 block: 2; Statin myotox sup: 6

What do the screens show for `O=C(/C=C/c1cccs1)NCc1cccs1`?
S100A4 inh HTS: -11; FN deposition inh: 6; LGR2 antag: -64; Casp6 inh: -1; SIRT5 block: -2

How did Cc1ccc(N2CC(C(=O)Nc3nc4ccc(S(C)(=O)=O)cc4s3)CC2=O)cc1C (configuration not stated) do in these assays?
esBAF inh: -6; S100A4 inh HTS: -2; FN deposition inh: 15; LGR2 antag: 26; Casp6 inh: 3; SIRT5 block: 0; Statin myotox sup: -1

What do the screens show for `O=C(Cc1cccnc1)N1CC2(C1)[C@@H](c1ccccc1)[C@H](CO)N2C(=O)C1CCOCC1`?
S100A4 inh HTS: 8; FN deposition inh: -27; LGR2 antag: -14; Casp6 inh: -1; SIRT5 block: -6

How did CCCNC(=O)N(C)C[C@H]1Oc2cc(-c3ccncc3)ccc2S(=O)(=O)N([C@@H](C)CO)C[C@@H]1C do in these assays?
esBAF inh: 7; S100A4 inh HTS: -10; LGR2 antag: -31; Casp6 inh: -4; SIRT5 block: -7; Statin myotox sup: 5

Results for C[C@H](CO)N1C[C@H](C)[C@H](CN(C)C(=O)Nc2ccc(-c3cccs3)cc2)OCc2cn(nn2)CCCC1=O ?
esBAF inh: 0; S100A4 inh HTS: 4; FN deposition inh: -3; LGR2 antag: -14; Casp6 inh: 0; SIRT5 block: 3; Statin myotox sup: 2

Results for COc1ccc(CNC(=O)c2n[nH]c3ccccc23)cc1OC ?
esBAF inh: -7; S100A4 inh HTS: 3; LGR2 antag: -8; Casp6 inh: 2; SIRT5 block: -2; Statin myotox sup: 14

What do the screens show for `NC(=O)c1cc(NC(=O)CCc2nc3ccccc3s2)cc(C(N)=O)c1`?
esBAF inh: -1; S100A4 inh HTS: -13; FN deposition inh: 3; LGR2 antag: -24; Casp6 inh: 0; SIRT5 block: -7; Statin myotox sup: -8

What do the screens show for `CN(C)CC(=O)N[C@@H]1CC[C@H](CC(=O)NCc2ccccc2F)O[C@@H]1CO`?
esBAF inh: -2; S100A4 inh HTS: -2; LGR2 antag: -2; Casp6 inh: -1; SIRT5 block: 2; Statin myotox sup: -3

What do the screens show for `COc1ccc(CNC(=O)C[C@@H]2C=C[C@@H](NC(=O)c3cccc(F)c3)[C@H](CO)O2)cc1`?
esBAF inh: 0; S100A4 inh HTS: 1; FN deposition inh: -26; LGR2 antag: -4; Casp6 inh: -1; SIRT5 block: -1; Statin myotox sup: -4

What do the screens show for `COc1cc(OC)cc(OC(=O)c2cccc(S(=O)(=O)N3CCN(C)CC3)c2)c1`?
esBAF inh: 3; S100A4 inh HTS: -1; FN deposition inh: -1; LGR2 antag: 31; Casp6 inh: 2; SIRT5 block: 0; Statin myotox sup: 0

Results for Cc1cccc(S(=O)(=O)N[C@@H]2CC[C@H](CCNC(=O)Nc3cc(F)ccc3F)O[C@@H]2CO)c1 ?
esBAF inh: 15; S100A4 inh HTS: -4; FN deposition inh: 13; LGR2 antag: -12; Casp6 inh: -136; SIRT5 block: 1; Statin myotox sup: -6

Results for C[C@H](CO)N1C[C@H](C)[C@H](CN(C)Cc2ccc3c(c2)OCO3)OCc2cn(nn2)CCCC1=O ?
esBAF inh: -3; S100A4 inh HTS: 4; FN deposition inh: 3; LGR2 antag: 0; Casp6 inh: 0; SIRT5 block: -4; Statin myotox sup: 4

What do the screens show for `CC(C)n1c(N2CCN(C(=O)NCc3ccccc3)CC2)nc2ccccc21`?
esBAF inh: 0; FN deposition inh: -1; Statin myotox sup: 6

How did CCCNC(=O)C(Cc1ccccc1)NS(=O)(=O)c1ccc2c(c1)CCC(=O)N2 (configuration not stated) do in these assays?
esBAF inh: -2; S100A4 inh HTS: 1; FN deposition inh: 6; LGR2 antag: 4; Casp6 inh: 1; Statin myotox sup: -9

What do the screens show for `COc1ccc(C(=O)NC(C)C2CC3CCC2C3)c(OC)c1` (configuration not stated)?
esBAF inh: 9; S100A4 inh HTS: 0; FN deposition inh: 2; LGR2 antag: 7; SIRT5 block: -2; Statin myotox sup: -1

Results for CS(=O)(=O)NCc1ccc(C(=O)NCCOc2ccccc2)cc1 ?
esBAF inh: 22; S100A4 inh HTS: -3; LGR2 antag: -8; Casp6 inh: 1; SIRT5 block: -6; Statin myotox sup: -14

What do the screens show for `COc1ccccc1CN1CCCC(CNC(=O)c2cccc3ccccc23)C1` (configuration not stated)?
esBAF inh: -5; S100A4 inh HTS: -9; FN deposition inh: 1; LGR2 antag: 7; Casp6 inh: -2; SIRT5 block: -1; Statin myotox sup: 1

Results for COc1ccc(CNC(=O)CCC(=O)c2ccc(C)cc2)cc1OC ?
esBAF inh: 3; S100A4 inh HTS: 1; FN deposition inh: -1; LGR2 antag: -2; Casp6 inh: -5; SIRT5 block: -2; Statin myotox sup: 11

Results for O=C(/C=C/c1cn(-c2ccccc2)nc1-c1cccc(Cl)c1)N1CCN(c2ccccn2)CC1 ?
S100A4 inh HTS: 0; FN deposition inh: -6; LGR2 antag: 29; Casp6 inh: 0; SIRT5 block: -4

Results for CCOC(=O)N1CCN(S(=O)(=O)c2ccc(OC)c(OC)c2)CC1 ?
esBAF inh: -6; FN deposition inh: 1; Statin myotox sup: -11

Results for Cc1nc(SCC(=O)NC(=O)NC2CCCCC2)nc(C)c1C ?
S100A4 inh HTS: 0; LGR2 antag: -23; Casp6 inh: 6; SIRT5 block: -4

What do the screens show for `CC(=O)c1c(C)[nH]c(C(=O)OCC(=O)NCc2ccccc2)c1C`?
esBAF inh: 10; S100A4 inh HTS: -7; FN deposition inh: 2; LGR2 antag: -5; Casp6 inh: -5; Statin myotox sup: 2

How did COCn1c(C(O)c2ccccc2)cc2ccccc21 (configuration not stated) do in these assays?
esBAF inh: -1; S100A4 inh HTS: -7; FN deposition inh: 5; LGR2 antag: -5; Casp6 inh: -1; SIRT5 block: -1; Statin myotox sup: -1

How did CCC1(C)CC(CCNS(=O)(=O)c2ccc(C)cc2)(c2ccc(C)cc2)CCO1 (configuration not stated) do in these assays?
esBAF inh: -2; LGR2 antag: 20; Statin myotox sup: 11

Results for C[C@H](CO)N1C[C@H](C)[C@@H](CN(C)CC2CCCCC2)OCCCC[C@H](C)Oc2ccc(NC(=O)Nc3ccc(C(F)(F)F)cc3)cc2C1=O ?
esBAF inh: -77; S100A4 inh HTS: -7; FN deposition inh: 2; LGR2 antag: -3; Casp6 inh: -2; SIRT5 block: -3

How did COc1ccccc1NC(=O)Nc1nc(CC(=O)Nc2cccc(F)c2)cs1 do in these assays?
esBAF inh: 5; S100A4 inh HTS: -3; FN deposition inh: 0; LGR2 antag: 4; Casp6 inh: 1; SIRT5 block: -3; Statin myotox sup: 13

Results for Cc1ccc(S(=O)(=O)N2CC(C)C(=O)CC2C)cc1 (configuration not stated) ?
esBAF inh: -1; S100A4 inh HTS: -1; FN deposition inh: -1; LGR2 antag: 19; Casp6 inh: -1; SIRT5 block: -12; Statin myotox sup: 4

What do the screens show for `COc1ccc(/C=C/C2=CCN(Cc3ccc(OC)cc3)CC2)cc1`?
S100A4 inh HTS: 0; LGR2 antag: 15; Casp6 inh: -6; SIRT5 block: -3

Results for C[C@H](CO)N1C[C@H](C)[C@@H](CN(C)Cc2ccncc2)Oc2c(NC(=O)Nc3ccc(F)cc3)cccc2C1=O ?
esBAF inh: 2; S100A4 inh HTS: 13; LGR2 antag: 7; Casp6 inh: 0; SIRT5 block: -5; Statin myotox sup: 7

What do the screens show for `COc1cc(-c2nc(C(=O)NCC3CCCO3)cc3c2[nH]c2ccccc23)cc(OC)c1OC` (configuration not stated)?
esBAF inh: -4; S100A4 inh HTS: -6; LGR2 antag: 23; Casp6 inh: 1; Statin myotox sup: -7

How did Cc1cc2c(ncn2C)c(NS(=O)(=O)c2ccc(F)cc2)c1C do in these assays?
esBAF inh: -4; S100A4 inh HTS: -2; LGR2 antag: -4; Casp6 inh: 1; SIRT5 block: 0; Statin myotox sup: -1

What do the screens show for `COc1ccc(OC)c(NC(=S)Nc2ccccc2)c1`?
esBAF inh: 11; S100A4 inh HTS: 5; FN deposition inh: 6; LGR2 antag: 6; Casp6 inh: 1; SIRT5 block: 3; Statin myotox sup: -1

What do the screens show for `COc1ccc(C(=O)Nc2ccc(S(=O)(=O)N3CCCC3)cc2)cc1`?
S100A4 inh HTS: -11; FN deposition inh: 3; LGR2 antag: -10; Casp6 inh: 1; SIRT5 block: -1

How did Cc1ccc(-c2cnc3c(c2)C(=O)N([C@H](C)CO)C[C@H](C)[C@@H](CN(C)C(=O)Cc2ccccc2)O3)cc1 do in these assays?
esBAF inh: -3; S100A4 inh HTS: -4; LGR2 antag: -25; Casp6 inh: -1; SIRT5 block: 6; Statin myotox sup: inconclusive

How did O=C(Nc1nonc1-c1ccc(F)cc1)c1ccco1 do in these assays?
esBAF inh: -5; S100A4 inh HTS: -5; FN deposition inh: -1; LGR2 antag: -8; Casp6 inh: -3; SIRT5 block: -2; Statin myotox sup: 0

Results for CC(=NNC(=O)c1ccncc1)c1cccc(Br)c1 ?
esBAF inh: 6; S100A4 inh HTS: -1; LGR2 antag: 4; Casp6 inh: 3; Statin myotox sup: -7

Results for O=C1CCCc2cc3c(ccc4ccccc43)cc21 ?
esBAF inh: 75*; S100A4 inh HTS: -4; Casp6 inh: -2; Statin myotox sup: 1

How did CO[C@H]1CN(C)C(=O)c2cc(NS(=O)(=O)c3ccc(Cl)cc3)ccc2OC[C@@H](C)N(C(=O)NC(C)C)C[C@@H]1C do in these assays?
esBAF inh: -2; FN deposition inh: -1; LGR2 antag: 13; Statin myotox sup: -6

Results for COc1ccccc1N=c1oc2cc(O)ccc2cc1C(N)=O ?
esBAF inh: 14; FN deposition inh: 5; Statin myotox sup: -130

Results for CCNC(=O)[C@H]1[C@H](CO)[C@H]2Cn3c(ccc(/C=C/c4ccccc4)c3=O)[C@@H]1N2C(=O)C1CCC1 ?
esBAF inh: 0; S100A4 inh HTS: -1; LGR2 antag: -10; Casp6 inh: -3; SIRT5 block: -123; Statin myotox sup: 7

2 entries picked at random from those above:
How did CCC1(C)CC(CCNS(=O)(=O)c2ccc(C)cc2)(c2ccc(C)cc2)CCO1 (configuration not stated) do in these assays?
esBAF inh: -2; LGR2 antag: 20; Statin myotox sup: 11

Results for COc1ccc(CNC(=O)c2n[nH]c3ccccc23)cc1OC ?
esBAF inh: -7; S100A4 inh HTS: 3; LGR2 antag: -8; Casp6 inh: 2; SIRT5 block: -2; Statin myotox sup: 14

A portion of the library; the hit share may differ from the screen's.
